HEK293 tox – cytotoxic compounds in HEK 293 cells; Potency, µM (series often up to 115 µM), without a hit: at the top dose activity change, negative = cytotoxicity, most hits filed as inhibitors; AID 1345083; HEK 293 viability, ATP luminescence (CellTiter-Glo), 48-72 h; actives 6.6% (n = 94,000); also: potency is read from the fitted curve at half-maximal effect; nearly all actives have a fitted effect of over 60% in size
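Cytotoxicity was scored by loss of ATP-coupled luminescence (CellTiter-Glo) in HEK 293 cells. Compound treatment ran 48 or 72 hr at 37 degree Celsius, 5% CO2, 95% humidity.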
SNCA expr inh – SNCA gene expression inhibition | Potency, µM (top dose mostly 57.2 µM), inactives show at the top dose activity change, negative = inhibition, actives largely listed as inhibitors | AID 1671194 | actives 0.17% (n = 140,000) | HEK-293 SNCA-luciferase knock-in, luminescence, 24 h;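 also: potency is read from the fitted curve at half-maximal effect; plate controls were DMSO cells for no effect and cell-free wells for full effect; nearly all actives have a fitted effect of over 45% in size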
3T3 cytotox – kills NIH 3T3 cells. Potency, µM (doses to about 96.7 µM), for inactives: at the top dose activity change, negative = cytotoxicity, most hits filed as inhibitors. actives 4.3% (n = 94,000). AID 1345082. NIH 3T3 viability, CellTiter-Glo ATP luminescence, 48-72 h; also: potency is read from the fitted curve at half-maximal effect; nearly all actives have a fitted effect of over 55% in size
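Cells were seeded at 400 per well, treated with pin-transferred compound, and kept 48 or 72 hr at 37 °C before CellTiter-Glo addition and luminescence imaging of cellular ATP.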
FLuc inh – Photinus pyralis luciferase inhibition. purified P. pyralis luciferase, luminescence, biochemical. actives 2.5% (n = 76,000). Potency, µM (titrated, usually from 115 µM), inactives show at the highest dose activity change, negative = inhibition, most hits filed as inhibitors; also: potency is read from the fitted curve at half-maximal effect; nearly all actives have a fitted effect of over 65% in size
Target sequence (P08659 whole entry, looked up): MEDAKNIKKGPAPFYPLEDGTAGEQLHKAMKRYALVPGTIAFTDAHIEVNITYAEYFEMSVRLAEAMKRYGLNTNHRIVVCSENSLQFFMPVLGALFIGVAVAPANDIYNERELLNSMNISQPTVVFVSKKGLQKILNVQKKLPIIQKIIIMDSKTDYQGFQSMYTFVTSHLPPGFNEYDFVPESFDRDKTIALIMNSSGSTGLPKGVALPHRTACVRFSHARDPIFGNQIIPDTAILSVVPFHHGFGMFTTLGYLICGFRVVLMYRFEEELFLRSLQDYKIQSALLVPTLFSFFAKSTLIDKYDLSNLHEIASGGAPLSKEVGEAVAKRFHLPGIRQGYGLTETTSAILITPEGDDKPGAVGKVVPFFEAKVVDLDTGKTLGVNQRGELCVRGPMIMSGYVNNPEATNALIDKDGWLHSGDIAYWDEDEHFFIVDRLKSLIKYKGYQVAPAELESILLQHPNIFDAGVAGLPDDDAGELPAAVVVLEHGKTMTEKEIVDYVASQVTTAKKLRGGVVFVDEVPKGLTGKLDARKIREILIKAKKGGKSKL
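Biochemical qHTS: compound (6-point titration) added to 10uM D-luciferin plus 10uM ATP in Tris acetate pH 7.5 buffer with Mg, Tween-20 and BSA, then purified enzyme at 10nM; light output imaged.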
HEK293 viab – cell viability loss counter-screen; actives 0.12% (n = 150,000); HEK-293-SNCA-luc viability, GF-AFC fluorescence, 24 h; Potency, µM (titrated, usually from 57.1 µM), inactives show at the highest dose activity change, negative = cytotoxicity, most hits filed as cytotoxic;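 also: potency is read from the fitted curve at half-maximal effect; 0% = DMSO-treated cells and -100% = medium-only wells without cells; nearly all actives have a fitted effect of over 30% in size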
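HEK-293-SNCA-luc cells (1500/well) plated 24 h, then exposed 24 h to a dilution series; GF-AFC added 30 min at 37C, fluorescence 405/540 nm; normalised to medium-only and DMSO wells, Hill fit.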
IP6K1 inh – IP6K1 kinase inhibition. Q92551. activity change, % (series mostly up to about 58 µM). AID 1645851. actives 0.81% (n = 140,000). IP6K1 kinase, ADP-Glo luminescence, 2 h; hits give low values; in the data active = activity change below about -25%
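ADP-Glo luminescence measures ADP made by human IP6K1 during a 2 h RT reaction with ATP/IP6 (mix at 1.3 mM/130 uM); top library doses 57.5 and 19.1 uM final.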
GPT2 inh – GPT2 alanine aminotransferase inhibition; AID 1671188; Recombinant GPT2, coupled pyruvate oxidase/HRP Amplex Red fluorescence; Q8TD30; actives 0.25% (n = 100,000); Potency, µM (series often up to 57.7 µM), for the others: at the top dose activity change, negative = inhibition, hits mostly inhibitors; also: potency is read from the fitted curve at half-maximal effect; nearly all actives have a fitted effect of over 60% in size; many of its hits are not listed in these tables
Target sequence (Q8TD30 whole entry, looked up): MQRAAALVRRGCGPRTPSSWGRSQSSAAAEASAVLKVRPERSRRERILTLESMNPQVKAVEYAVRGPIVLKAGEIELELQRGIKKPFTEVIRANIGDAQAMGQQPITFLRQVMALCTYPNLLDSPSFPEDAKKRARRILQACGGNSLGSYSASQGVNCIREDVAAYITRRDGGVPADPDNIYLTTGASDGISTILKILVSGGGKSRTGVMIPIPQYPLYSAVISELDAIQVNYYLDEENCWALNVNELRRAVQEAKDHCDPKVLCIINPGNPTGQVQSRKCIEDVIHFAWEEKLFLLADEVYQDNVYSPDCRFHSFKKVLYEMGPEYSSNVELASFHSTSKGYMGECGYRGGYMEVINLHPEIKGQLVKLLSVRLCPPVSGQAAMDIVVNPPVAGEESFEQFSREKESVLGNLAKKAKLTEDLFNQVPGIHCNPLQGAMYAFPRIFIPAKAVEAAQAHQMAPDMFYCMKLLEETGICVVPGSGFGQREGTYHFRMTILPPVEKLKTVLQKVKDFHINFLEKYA
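Fluorescence read-out: pyruvate from GPT2 turnover coupled to pyruvate oxidase, HRP and Amplex Red (0.2mM ThPP, 0.2U/mL PO and HRP, 50uM Amplex final). Substrates 250uM a-KG, 2mM L-alanine; enzyme 10ng/uL; 30 min RT.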
Active calls of the source: *; i = inactive; ? = inconclusive; nt = no result given; & = joins results of further samples; [ ] = another dose, or the depositor's remark. Unless noted, calls follow the shape of the dose curve; as a rule, active = well fitted curve in the direction sought with a large enough effect; inconclusive = small, poorly fitted or top-dose-only effect, or another doubt; inactive = no such curve, though single readings can be large; an effect the other way counts as inactive or inconclusive. Unless noted, % is scaled to controls: 0 for no effect and ±100 for the full control effect.

SMILES | HEK293 tox | SNCA expr inh | 3T3 cytotox | FLuc inh | HEK293 viab | IP6K1 inh | GPT2 inh
N#Cc1cccc(NC(=O)Cn2nc3n(c2=O)CCCCC3)c1 | 0% | -31% | 4% | 2% | 6% | -9 | 2%
OCCC1CN(Cc2cnn(-c3ccccc3)c2)CCN1Cc1cccs1 (configuration not stated) | ? | 7% | -16% | 1% | 1% | 10 | -9%
O=C(c1cccc(O)c1)N1CC(COc2ccccc2)C2(C1)CN(C(=O)c1cn[nH]c1)C2 (configuration not stated) | -9%[172 µM] | -11%[87.6 µM] | ? | -19%[172 µM] | 1%[87.6 µM] | 5 | i
Cc1cc(C(=O)N[C@@H]2CCC[C@@H](C(=O)N(C)Cc3cccnc3)CC(=O)N(C)C2)c(C(F)(F)F)o1 | 1% | 11% | 0% | -3% | -7% | 7 | -12%
CS(=O)(=O)N(C1CC1)C1CCOC2(CCN(C(=O)c3cccc(F)c3)CC2)C1 (configuration not stated) | 3% | -9% | -6% | 10% | 7% | 4 | i
CNc1nc(Oc2ccc(=O)n(C)n2)nc(N2CCOCC2)n1 | nt | 2% | nt | nt | 6% | -8 | nt
COc1ccc(-c2noc(-c3nc(-c4ccccc4OC)no3)n2)cc1OC | -8% | 9% | i | 7% | 7% | 1 | i
COc1ccc(-n2c(=O)c(C(=O)N3CCCC3)nc3cccnc32)cc1 | i | 0% | 4% | nt | 5% | 0 | 1%
COc1ccc(C[C@H](NC(=O)[C@@]2(O)C[C@@H](O)[C@H](O)[C@@H](NC(=O)CS(=O)(=O)c3ccccc3)C2)C(N)=O)cc1 | -25% | ? | i | 0% | 5% | 3 | ?
CC(C)NC(=O)NC[C@H]1O[C@H](Cc2cc(-c3ccc(F)cc3)on2)CC[C@@H]1O | ? | 156%[activator][87.6 µM] | -15%[174 µM] | -6%[172 µM] | -9%[87.6 µM] | 1 | 3%[88.5 µM]
O=C(Cn1nc2n(c1=O)CCCC2)Nc1ccc(Cl)cc1 | 0% | 2% | -8% | 2% | -3% | -2 | -10%
CCC(CC)C(=O)N1CCC(N2C(=O)CCC2C(=O)NCc2ccccc2)CC1 (configuration not stated) | -6% | 8% | -12% | -13% | 23% | -5 | 2%
OC(CCN1CCCCC1)(c1ccccc1)C1CCCCC1 (configuration not stated) | nt | 1% | nt | nt | -12% | 34 | -11%
COc1ccc(N2CC(C(=O)N3CCC(C(=O)NCc4cccs4)C3)NC2=O)cc1 (configuration not stated) | 4% | -3%&8% | 4% | -1%&3% | 14%&10% | 3&4 | i
Cc1c(C(=O)Nc2cccc(C#N)c2)sc2nc3n(c(=O)c12)CCCCC3 | nt | 287%[activator] | nt | nt | 4% | -13 | nt
O=C(NCC(F)(F)F)C1CN(c2ccc(F)cc2)C(=O)N1 (configuration not stated) | -3%[172 µM] | 38%[activator][87.6 µM] | i | ? | 11%[87.6 µM] | -2 | 2%[88.5 µM]
Cc1ccc(CN2CCCn3nc(C(=O)NCCc4ccccc4C)cc3C2=O)cc1 | nt | 19% | nt | nt | 3% | -9 | nt
Cn1nnnc1C1CCCN(C(=O)c2ccc3cc[nH]c3c2)C1 (configuration not stated) | -7% | -1% | i | -6% | 0% | -6 | 4%
CCOc1ccc(CCNC(=O)c2ccc3c(c2)N(Cc2ccc(F)cc2)CCS3)cc1 | nt | 84%[activator] | nt | nt | 3% | -8 | nt
O=C(COc1ccccc1)N1CCNc2cnc(Nc3cccc(F)c3)nc2C1 | ? | 8%[87.6 µM] | ? | -15%[172 µM] | -13%[87.6 µM] | -7 | i
Cc1cnn(CC(=O)N2CCc3nn(Cc4ccccc4)c(=O)n3CC2)c1 | 4% | 7% | 0% | -1% | 1% | -7 | i
COCC(=O)N(C1CCOCC1)C1CCN(C(=O)c2cccnc2C)CC1 | 12% | 0% | i | -2% | 6% | 8 | -5%
CN1CC2(CCN(C(=O)Cn3c(=O)oc4ccccc43)CC2)CC1C(=O)N1CCOCC1 (configuration not stated) | i | -12% | 3% | -6% | 9% | -3 | 5%
Cc1ccc(/C=C/c2onc(C)c2S(=O)(=O)N2CCC(C(=O)NCC(C)c3ccccc3)CC2)cc1 (configuration not stated) | nt | 0% | nt | nt | 12% | 13 | nt
CC(=O)N1CC2(CCCN2C2COC2)Cc2ccccc21 (configuration not stated) | i | 1%[87.6 µM] | 4%[138 µM] | nt | -19%[87.6 µM] | -1 | i
COc1ccc(Cl)cc1S(=O)(=O)N1CCc2nn(CC3CC3)c(=O)n2CC1 | 5% | 13% | -5% | 2% | 1% | -15 | 5%
COCC(=O)Nc1ccc(-c2noc([C@@H]3CCCN3Cc3ccc(OC(F)(F)F)cc3)n2)cn1 | ? | 7% | ? | -16% | -9% | 13 | ?
COc1ccccc1N1CCN(C(=O)Cn2cnc3onc(-c4ccc(F)cc4)c3c2=O)CC1 | nt | ? | nt | nt | 5% | 15 | nt
COCCOCc1nc(C2CCN(S(=O)(=O)c3c(C)noc3C)CC2)no1 | -11% | 3% | i | 0% | 9% | -7 | i
N[C@H]1Cc2ccccc2N(O)C1=O | nt | nt | nt | nt | -2% | 4 | -26%

No new results follow: seven of the compounds above.
SMILES | HEK293 tox | SNCA expr inh | 3T3 cytotox | FLuc inh | HEK293 viab | IP6K1 inh | GPT2 inh
Cc1cnn(CC(=O)N2CCc3nn(Cc4ccccc4)c(=O)n3CC2)c1 | 4% | 7% | 0% | -1% | 1% | -7 | i
COCC(=O)N(C1CCOCC1)C1CCN(C(=O)c2cccnc2C)CC1 | 12% | 0% | i | -2% | 6% | 8 | -5%
CN1CC2(CCN(C(=O)Cn3c(=O)oc4ccccc43)CC2)CC1C(=O)N1CCOCC1 (configuration not stated) | i | -12% | 3% | -6% | 9% | -3 | 5%
Cc1ccc(/C=C/c2onc(C)c2S(=O)(=O)N2CCC(C(=O)NCC(C)c3ccccc3)CC2)cc1 (configuration not stated) | nt | 0% | nt | nt | 12% | 13 | nt
CC(=O)N1CC2(CCCN2C2COC2)Cc2ccccc21 (configuration not stated) | i | 1%[87.6 µM] | 4%[138 µM] | nt | -19%[87.6 µM] | -1 | i
COc1ccc(Cl)cc1S(=O)(=O)N1CCc2nn(CC3CC3)c(=O)n2CC1 | 5% | 13% | -5% | 2% | 1% | -15 | 5%
COCC(=O)Nc1ccc(-c2noc([C@@H]3CCCN3Cc3ccc(OC(F)(F)F)cc3)n2)cn1 | ? | 7% | ? | -16% | -9% | 13 | ?

Continued.
SMILES | HEK293 tox | SNCA expr inh | 3T3 cytotox | FLuc inh | HEK293 viab | IP6K1 inh | GPT2 inh
O=C(Cn1ccn2nc(-c3ccc(F)cc3)c(CO)c2c1=O)Nc1cccc(Cl)c1 | ? | -3% | ? | 8% | 1% | 3 | -8%
CC(Oc1ccccc1)C(=O)NCc1nnc2ccc(-c3ccc(F)cc3)nn12 (configuration not stated) | -10% | 5% | -10% | -4% | -8% | 19 | i
CS(=O)(=O)c1ccc(CN2CCOC[C@H]2c2ncc(-c3ccncc3)[nH]2)cc1 | i | ? | i | 13%[172 µM] | 2%[87.6 µM] | -6 | -1%[88.5 µM]
C/C=C(\C)C(=O)OC[C@H]1O[C@@H](O[C@H]2[C@@H](O[C@H]3O[C@H](CO)[C@@H](O)[C@H](O)[C@H]3O[C@@H]3O[C@H](CO)[C@@H](O)[C@H](O)[C@H]3O)O[C@H](COC(=O)/C(C)=C/C)[C@@H](O)[C@@H]2O)[C@H](O)[C@@H](O)[C@@H]1O | nt | nt | nt | nt | -3%[12.5 µM] | -3 | i
c1ccc(Nc2c(-c3ccccc3)nc3ncccn23)cc1 | nt | 41%[activator] | nt | nt | 1% | -4 | nt
O=C(CSc1cn(CC(=O)N2CCCC2)c2ccccc12)Nc1ccc(Cl)cc1 | nt | 43%[activator] | nt | nt | ? | 21 | nt
Cc1ccc(-c2cc3c(=O)n(CCNC(=O)c4ccc5ccccc5n4)ccn3n2)cc1C | i | 67%[activator] | i | ? | -3% | -5 | i
COc1ccc(-c2nc(C)nc3c2CCN(Cc2cccc4ccccc24)CC3)cc1 | 40µM* | -9% | ? | 4% | -17% | 6 | i
CN(Cc1ccc(OC(F)(F)F)cc1)Cc1ccccc1C(F)(F)F | -2% | 19% | i | -2% | 1% | -8 | -1%
CCCCC(=O)Nc1ccc2nc(SCC(=O)N3CCc4ccccc43)sc2c1 | nt | -2% | nt | nt | 4% | 6 | nt
O=C1NC(=NC2CCCC2)C2(CCCN(CC3CC3)C2)N1c1cc(F)cc(F)c1 (configuration not stated) | ? | ? | ? | nt | -10% | -12 | 3%
COc1ccccc1NC(=O)Cn1c(=O)n(-c2ccc(F)cc2)c(=O)c2c1cc(C)n2C | 45µM* | -23% | 32µM* | -22% | -27% | -14 | -7%
c1cncc(Nc2cc3c(cn2)CN(Cc2ccc4[nH]ccc4c2)CCN3)c1 | 89µM* | 8%[87.6 µM] | ? | 40µM* | ? | -13 | -7%[88.5 µM]
COc1cc(OC)cc(C(=O)N2CCC3(CC2)N=C(c2ccc(C)cc2)NO3)c1 | ? | -23% | -24% | -14% | ? | -3 | -4%
COCC(=O)N1CCC2(C1)C(=O)N(CCc1ccccc1)c1ccccc12 (configuration not stated) | -23%&-1% | -5%&6% | -17%&-13% | -1%&4% | 0%&-15% | -2&9 | -12%
COc1cccc(CN2CC3(C2)C(=O)N(Cc2cccc(Cl)c2)C(=O)[C@@H]2C[C@@H](O)CN23)c1 | -17% | 2% | ? | 6% | 1% | 17 | -5%
C[C@@H]1CCC[C@H](C)N1CC(=O)N1CCn2nc(Cc3ccccc3)cc2C1 | -27% | -4% | 4% | 0% | 8% | 21 | -5%
CC(C)(C)C(=O)N1CCCN(c2nc3ncccc3o2)CC1 | i | -6%[87.6 µM] | 1%[138 µM] | -5%[172 µM] | 9%[87.6 µM] | -10 | -5%[88.5 µM]
CN(Cc1ccccc1)C1CCOC2(CCN(C(=O)CCc3nc4ccccc4[nH]3)CC2)C1 (configuration not stated) | -5% | 31%[activator] | -2% | -7% | 13% | -4 | i
COc1ccc(NC(=O)CC2C(=O)N(c3ccc(F)cc3)C(=O)N2CCc2sccc2C)cc1 (configuration not stated) | nt | ? | nt | nt | ? | -7 | nt
O=C(Cc1ccc(Cl)cc1)NCC1COc2ncncc2C(=O)N1Cc1ccccc1 (configuration not stated) | ? | 5%[87.6 µM] | ? | 1%[172 µM] | -12%[87.6 µM] | -5 | 4%[88.5 µM]
Cc1ccccc1NC(=O)Cn1c(=O)n(Cc2ccco2)c(=O)c2cccnc21 | nt | -36% | nt | nt | 1% | 13 | nt
O=C(NC1C[C@H]2CC[C@@H](C1)N2C(=O)c1ccc(Br)o1)c1ccncc1 (some centres not stated) | 2% | 4% | -19% | -2% | 2% | 16 | 4%
C#CCNC(=O)C1CCN(Cc2ccccc2-c2ccc(C)c(Cl)c2)CC1 | ? | nt | ? | nt | nt | 1 | nt
Cn1nc(NC(=O)C2CCS(=O)(=O)C2)c2c(Oc3cccnc3)cccc21 (configuration not stated) | -6% | 8% | -5% | 5% | 1% | 23 | 4%

Only part of the results is shown; the hit share may differ from the screen's.
